FN deposition inh = fibronectin deposition inhibition | AH1F fibroblasts, Alexa488-fibronectin deposition fluorescence, overnight | AID 743247 | inhibition, % at 12.6 µM | 350,000 tested, 0.086% active;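 active = mean inhibition across replicates of 30% or more, regardless of how many single replicates reach that level; inconclusive = mean under 30% yet at least half of replicates reach 30%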;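 note: positive control wells lacked labelled fibronectin entirely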
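Schedule: 1 h cell adhesion before compound, then overnight fibronectin incubation; test system: AH1F fibroblast monolayer depositing Alexa488-labelled fibronectin into matrix; quantity: 10000 AH1F cells per well; probe or stimulus: fluorescent fibronectin at 24 nM final; signal: fluorescence, ex 485 nm, em 525 nm; evaluation: percent inhibition as loss of matrix-bound fibronectin fluorescence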
EWS-Fli block = EWS/Fli transcriptional activity inhibition | A673 NR0B1-luciferase reporter, viability-normalised | inhibition, % at 12.6 µM | 350,000 tested, 0.67% active;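 active = mean inhibition of at least 50% after viability correction, with every replicate also passing that limit; inconclusive = mean reaches 50% but only one of two replicates passes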;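 note: firefly luciferase signal divided by Alamar Blue viability fluorescence both relative to DMSO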
miR122 inh = miR-122 inhibition in Huh7 cells | AID 602342 | 340,000 tested, 0.3% active | activation (reporter increase), % at 12.5 µM | Huh7 miR-122 Renilla luciferase sensor, 48 h; neutral wells = 0, positive control = 100;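 active = mean replicate activation score at least 90 and every replicate individually at or above 90; inconclusive = only one of the two criteria met; inactive = neither criterion met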;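 note: higher luciferase means less miR-122 activity so hits act as miR-122 inhibitors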
DENV2 CPE rescue = DENV2-induced cell death inhibition. DENV2-infected cells, cytopathic effect rescue, plate reader. CPE inhibition, % at 9.99 µM. 350,000 tested, 1.7% active. AID 651640; in the data active = CPE inhibition above about 20%, passing the limit was not always enough; inconclusive = no clear call, values can overlap the other calls; tested in BHK-21 cells;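 note: 0% = median of neutral control wells and 100% = median of positive control wells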
PAX8 inh HTS = lowers PAX8-driven luciferase in RMG-I cells | AID 652154 | inhibition, % at 12.6 µM | RMG-I TPO-luciferase reporter, SteadyGlo, 24 h | 360,000 tested, 1.2% active;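 active = mean replicate inhibition at least 60% with every replicate also reaching 60%; inconclusive = only one of the two criteria is met; inactive = mean below 60% and not all replicates reaching 60%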;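 note: luciferase light reporting Pax8 driven TPO promoter activity; plate controls were median of neutral control wells for no effect and mitoxantrone controls for full effect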
F508del corr = CFTR F508del correction in bronchial cells. 350,000 tested, 0.36% active. activity (quench increase), % at 7.58 µM. CFBE cells, YFP halide quenching; stimulated with forskolin plus potentiator P3; % fluorescence drop versus neutral controls;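 active = mean added fluorescence quench of at least 8% versus neutral control, with both replicates also reaching 8%; inconclusive = only one of the mean or replicate conditions met; inactive = mean below 8% and not both replicates reaching 8%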;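 note: cells transiently co-express mutant CFTR-F508del with the halide-sensitive YFP; corrector assay measuring rescue of mutant channel to the surface after 24 h compound exposure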
GSIS activator = primary screen for activators of insulin secretion dependent on glucose, INS-1E cells, GLuc reporter luminescence | activation, % at 16.6 µM | 370,000 tested, 0.61% active | INS-1E GLuc reporter insulin secretion, 2-3 h | AID 743287;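 active = lowest replicate activation of at least 40%, so every replicate reaches that level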;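 note: 0% = median of neutral control wells and 100% = median of IBMX positive control wells; some compounds called inactive have numbers as strong as hits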
Numbers without * were called inactive; ? = inconclusive; . = no result given; [ ] = another dose, or the depositor's remark.

Screens in order: FN deposition inh	EWS-Fli block	miR122 inh	DENV2 CPE rescue	PAX8 inh HTS	F508del corr	GSIS activator
> CC(C)C#Cc1ccc([C@H]2[C@@H](CO)N3C(=O)CN(S(=O)(=O)c4ccccc4)C[C@H]23)cc1
→ -10	-8	.	4	?	4.3	-18
> O=C(NC1CCC1)[C@@H]1[C@@H](CO)[C@@H]2Cn3c(ccc(C4=CCCC4)c3=O)[C@@H]2N1C(=O)C1CCC1
→ .	2	.	-9	.	-3.3	0
> CCOC(=O)CC1(C)OCC(C[N+]2(C)CCCCC2)O1 (configuration not stated)
→ -16	-9	.	5	1	-2.1	15
> COC(=O)CC1(c2ccc(OC)cc2)C(=O)c2ccccc2C1=O
→ -1	11	.	4	-28	-0.5	25
> COc1cccc(NC(=O)COC(=O)c2cc(=O)c3ccccc3o2)c1
→ 3	-5	.	-2	-11	-0.4	.
> CCOC(=O)C1(C)CCCN(C(=O)c2ccc(OC)cc2OC)C1 (configuration not stated)
→ .	-4	3	2	-5	2.0	.
> CCC(=O)N[C@H]1CC[C@@H](CC(=O)NCC2CC2)O[C@H]1CO
→ 12	-21	.	-5	.	0.0	1
> O=C(C[C@H]1CC[C@@H]2[C@H](COC[C@@H](O)CN2C(=O)Nc2cccc(Cl)c2)O1)N1CCCCC1
→ 5	-16	0[16.7 µM]	1	-8	0.5	-19
> Cc1cc(C(=O)Nc2cccc3c2O[C@@H](CN(C)S(=O)(=O)c2cn(C)cn2)[C@@H](C)CN([C@@H](C)CO)C3=O)n(C)n1
→ -7	6	-2[16.7 µM]	3	.	0.1	17
> O=C(CSc1ccc2nnc(-c3cccnc3)n2n1)Nc1ccccc1
→ 7	0	.	.	.	-3.4	-4
> CCOC(=O)C(O)C1CCc2c([nH]c3ccc(C)cc23)C1=O (configuration not stated)
→ -3	-41	.	?	-13	-2.5	-32
> COc1ccccc1CN(C(=O)CNC(=O)c1ccco1)C(C(=O)NCC1CCCO1)c1ccccc1 (configuration not stated)
→ -1	20	.	4	18	4.3	-14
> O=C(CCN1C(=O)c2ccccc2C1=O)NC(=S)Nc1ccccc1
→ -3	10	.	2	2	.	7
> CCc1nccn1CCC(=O)NC1CC(C)(C)Cc2c1cnn2-c1ccc(C)cc1 (configuration not stated)
→ -6	-56	-6	5	-1	-0.6	12
> COCCCNC(=O)C[C@H]1C[C@H](C(=O)N2CCCCC2)[C@@]2(CCc3ccccc3)c3[nH]c4cc(-c5ccco5)ccc4c3CCN2C1=O
→ 1	-7	.	-9	22	1.7	-11
> Cc1[nH]c2ccccc2c1C(c1ccncc1)N1CCN(c2ccccc2F)CC1 (configuration not stated)
→ 19	-12	.	-2	29	5.5	-14
> CCc1noc(C)c1C(=O)Nc1ccc(C)c(S(=O)(=O)N2CCCCCC2)c1
→ -3	2	-8	2	21	-1.3	-38
> COc1ccc(-c2csc3nc(C)nc(N4CCN(C(C)=O)CC4)c23)cc1OC
→ 2	-4	-4	2	10	1.4	1
> CCOc1ccccc1OCC(=O)Nc1ccccc1C(=O)NC1CC1
→ 0	-1	.	?	10	-2.4	5
> COC(=O)[C@@H]1[C@@H](CO)[C@@H]2Cn3c(ccc(-c4cccnc4)c3=O)[C@@H]2N1Cc1cccc(F)c1
→ .	2	.	0	.	.	2
> OCCN(CC(O)COc1ccccc1)CC(O)Cn1ccc2ccccc21 (configuration not stated)
→ .	6	13	-8	14	2.8	-1
> CCC(C)NS(=O)(=O)c1cc2c3c(c1)CCC(=O)N3CCC2 (configuration not stated)
→ 5	-3	6	7	-3	-1.0	5
> O=C(NC(=S)Nc1ccc(Br)cn1)c1cccs1
→ 7	-59	2	-11	-104	0.3	-3
> COc1ccc2[nH]c(C(=O)Nc3ccccc3Cl)cc2c1
→ 6	-39	.	3	-22	4.2	.
> c1ccc(SCCOCCN2CCOCC2)cc1
→ -3	-15	-3	?	-40	-4.3	11
> C=C[C@@]1(C)CC(=O)[C@]2(O)[C@@]3(C)[C@@H](O)CCC(C)(C)[C@@H]3[C@H](O)[C@H](OC(C)=O)[C@@]2(C)O1
→ 17	6	-1	-3	-47	5.2	99*
> Cc1ccc(N(C(=O)c2ccc(S(=O)(=O)N3CCOCC3)cc2)C2C=CS(=O)(=O)C2)cc1C (configuration not stated)
→ 6	-9	.	3	8	0.5	14
> N#C[C@@H]1[C@@H](c2ccc(C#CC3CCCC3)cc2)[C@H](CO)N1C(=O)c1cccc(F)c1
→ -22	-7	.	-9	.	2.3	-21
> C=CCOc1ccc(Br)cc1CNCC
→ -6	-54	0	5	-5	-6.6	17
> O=C(Nc1ccccc1C(F)(F)F)c1cnccn1
→ 4	-3	-2	7	18	0.7	.

The results go on:
Screens in order: FN deposition inh	EWS-Fli block	miR122 inh	DENV2 CPE rescue	PAX8 inh HTS	F508del corr	GSIS activator
> Cc1cccc(N=C2Sc3nc4c(C)c(C)ccc4cc3CN2CCN2CCOCC2)c1
→ .	1	-6	1	.	1.2	-5
> C#CCOCCOCCOCCNc1nc(N2CCOCC2)nc(N2CCN(C(=O)[C@H](CCCCN)n3cc(CCCC)nn3)CC2)n1
→ 3	-4	.	?	0	0.0	-12
> O=C(Nc1ccc2c(c1)OCCO2)c1cccc(Cl)c1Cl
→ 0	-57	2	2	-69	0.9	.
> C[C@H](CO)N1C[C@H](C)[C@H](CN(C)C(=O)Nc2ccc(F)cc2)Oc2c(NC(=O)C3CCCCC3)cccc2C1=O
→ -4	-13	0[16.7 µM]	16	.	1.2	-12
> Cc1nc(C)c(-c2csc(Nc3ccc(O)c(C(=O)O)c3)n2)s1
→ 5	-3	-2	-2	17	-1.2	-3
> CC(C)(C)c1ccc(C(=O)NC(=S)Nn2cnnc2)cc1
→ 0	.	-6	.	-71	.	1
> CC(C)NC(=O)Nc1ccc2c(c1)CC(=O)N([C@H](C)CO)C[C@H](C)[C@H](CN(C)CC1CCCCC1)O2
→ .	8	2[16.7 µM]	-1	6	2.7	5
> COCCNC(=O)C[C@@H]1C[C@@H]2c3cc(NS(=O)(=O)c4ccccc4)ccc3O[C@@H]2[C@H](CO)O1
→ .	-2	-1[16.7 µM]	4	1	-0.2	-3
> CC(Sc1ccccn1)C(=O)Nc1ccc2c(c1)OCO2 (configuration not stated)
→ -11	-12	-1	-1	-40	-1.6	2
> CCn1c(C)c(C)c2cc(C(=O)NCCCN3CCCCCC3)ccc21
→ -3	.	10	-1	8	0.8	-13
> Oc1c(Cl)cc(Cl)c(Cl)c1CN1CCOCC1
→ 0	-7	4	2	.	-0.1	27
> COC(=O)[C@]12CCCCC=C1N(Cc1ccc(Cl)cc1Cl)C(=O)[C@H](CC(=O)NCC1CCCCC1)C2
→ -3	3	.	?	6	-2.8	6
> O=C(O)c1ccccc1C=NN1CCCCCC1
→ 0	6	-4	0	-21	5.9	-9
> O=C(CN1C(=O)S/C(=C\c2ccccn2)C1=O)Nc1ccccc1
→ 5	.	-4	-7	11	1.1	8
> CCOC(=O)c1c(C)oc2ccc(O)c(CN3CCCCC3)c12
→ .	10	.	0	.	1.9	40
> O=C(COC(=O)/C=C/c1cccc(Cl)c1)NCCc1ccccc1
→ 2	-5	.	1	-1	.	11
> Cc1nc(N2CCC(C)CC2)c2c(C)c(C(=O)Nc3ccc(C(F)(F)F)cc3)sc2n1
→ -1	0	.	6	17	2.1	-15
> Cc1ccc(NC(=S)NCc2ccc(Cl)cc2)c(OC(F)F)c1
→ 1	0	.	-9	-4	-1.1	-27
> CCOC(=O)C1=C(C)OC(N)=C(C#N)C1c1cncc(-c2ccc(F)cc2)c1 (configuration not stated)
→ -3	.	.	.	12	.	5
> C[C@H]1CN([C@@H](C)CO)C(=O)c2cc(NC(=O)CCCN(C)C)ccc2O[C@H]1CN(C)C(=O)Nc1cccc2ccccc12
→ 3	-6	-4[16.7 µM]	1	-8	-2.3	-7
> C[C@H](CO)N1C[C@H](C)[C@H](CN(C)S(C)(=O)=O)Oc2ccc(NC(=O)CCCN(C)C)cc2CC1=O
→ .	8	.	-6	-12	1.2	8
> COc1ccccc1NC(=O)c1cccc(S(=O)(=O)N2CCN(Cc3ccccc3)CC2)c1
→ 3	1	-1	-2	-1	1.0	-3
> O=C(COc1ccc(F)cc1)NCC1(N2CCCCC2)CCCCC1
→ -6	-1	-6	8	-11	-1.9	27
> COc1ccc2sc(-c3ccccc3OC)c(-c3ccc(O)cc3)c2c1
→ -6	2	2	?	-32	-0.3	-55
> CC(C)(C)c1cc(C(F)(F)F)c(C#N)c(=O)[nH]1
→ -2	.	-2	.	-6	.	.
> COC(=O)Cc1nnn2c1[C@@H](C)[C@@H](c1ccccc1Br)O[C@@H](C)C2
→ -3	-11	.	-12	-11	-0.3	-5
> COc1ccc(CCNCC(=O)Nc2ccc(OC(F)F)cc2)cc1
→ -2	1	0	2	-1	-0.2	-28
> Cc1cc(SCCOc2ccccc2)nc(N)n1
→ 2	.	4	.	-120	.	.
> O=C(O)c1c[nH]c2ccc(S(=O)(=O)N3CCOCC3)cc12
→ -1	.	2	.	-3	.	.
> CCCCN1CC(COCc2ccccc2)OCCS1(=O)=O (configuration not stated)
→ 19	-5	0	0	-3	6.1	-19

(more compounds)
Screens in order: FN deposition inh	EWS-Fli block	miR122 inh	DENV2 CPE rescue	PAX8 inh HTS	F508del corr	GSIS activator
> O=C(NCCC1=CCCCC1)Nc1ccc2nsnc2c1
→ -9	-74	.	14	-146	-1.4	-39
> CCN(C(=O)CSc1nnc(-c2cccc(F)c2)n1N)c1c(N)n(Cc2ccccc2)c(=O)[nH]c1=O
→ 2	-5	-7	-2	-2	2.8	-9
> O=C(CN1C(=O)/C(=C/c2ccco2)SC1=S)NC1CCS(=O)(=O)C1 (configuration not stated)
→ -13	0	0	4	-6	0.5	-7
> COc1ccc2c3c([nH]c2c1)[C@H](CO)N(C(=O)C1CCOCC1)CC31CCN(S(C)(=O)=O)CC1
→ 2	-6	.	35*	.	1.2	11
> C[C@@H]1CCCCO[C@H](CN(C)CC2CC2)[C@@H](C)CN([C@H](C)CO)C(=O)c2cc(NS(=O)(=O)c3cccs3)ccc2O1
→ .	-5	5[16.7 µM]	-5	-3	-1.1	17
> Cn1c(=O)c2cn(-c3ccccc3)cc2n(C)c1=O
→ -4	.	-3	.	-8	.	.
> Cc1ccnn1CC(=O)N/N=C/c1cccs1
→ 2	.	.	.	-11	.	17
> CC1CCCCN1Cc1c(O)ccc2c(=O)c(-c3ccc(Cl)cc3Cl)coc12 (configuration not stated)
→ 4	2	0	3	-28	0.5	.
> Nc1[nH]c(C(=O)c2ccc(Br)cc2)c(-c2ccc(Br)cc2)c1C(=O)NCc1ccc(-c2ccccc2)cc1
→ 11	4	.	2	4	-5.1	.
> O=C1[C@H]2[C@@H](c3ccc(F)cc3)N3C(=O)N(c4cccc(F)c4)C(=O)[C@@]3(Cc3ccccc3)[C@H]2C(=O)N1C1CCCCC1
→ -4	3	-3	-6	6	-2.9	2
> COc1ccccc1Nc1cc(N2CCOCC2)c2nonc2c1[N+](=O)[O-]
→ 15	9	.	-3	27	-0.6	12
> Cc1ccc(C)c(N2CCN(C(=O)c3cn(C)c4ccc(S(=O)(=O)N(C)C)cc4c3=O)CC2)c1
→ -3	-1	.	-3	-4	-1.5	-21
> CCCS(=O)(=O)c1c(S(=O)(=O)CCC)c2c3ccccc3ccn2c1C(=O)OC
→ -3	.	7	.	-9	.	.
> COc1ccc(Nc2nc(-c3cccnc3)nc3ccccc23)cn1
→ -2	3	0	4	20	-0.9	15
> CCc1cc(=O)oc2cc(C)cc(OCC(=O)NCc3ccncc3)c12
→ 1	.	-8	9	-8	-1.9	57
> COc1ccc(F)c(-c2nc(CN3CCN(C(=O)c4ccco4)CC3)c(C)o2)c1
→ .	.	1	?	3	3.0	17

Screening data as filed in PubChem.
